HCMV inh – inhibitors of human cytomegalovirus. HFF cells, HCMV-luciferase reporter, 72 h; hits give low values. activity change, negative = inhibition, % at 57.5 µM. hit rate 4.5% among 410,000. AID 1259415; in the data active means activity change below about -60%; inconclusive means no clear call, values can overlap the other calls; inactive means above about -39%
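After 16 h attachment at 37C, HFF cells received test compound and HCMV-luciferase (1 PFU/cell); reporter luminescence read 72 h later, data normalized against buffer-only and known inhibitor Salinomycin.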
AmpC no deterg – inhibitors of E. coli AmpC beta-lactamase without detergent | P00811 | Potency, µM (titrated, usually from 57.1 µM), for inactives: top-dose activity change, negative = inhibition, hits mostly inhibitors | AID 485341 | AmpC nitrocefin hydrolysis, absorbance 480 nm, 0.0001% Triton | hit rate 0.52% among 330,000;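 further: potency means the concentration at half of the fitted maximal effect; plate controls were no compound for no effect and no enzyme for full effect; nearly all actives have a fitted effect of over 20% in size; some results filed as inactive show a strong effect at the top dose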
Target sequence (P00811 whole entry, looked up): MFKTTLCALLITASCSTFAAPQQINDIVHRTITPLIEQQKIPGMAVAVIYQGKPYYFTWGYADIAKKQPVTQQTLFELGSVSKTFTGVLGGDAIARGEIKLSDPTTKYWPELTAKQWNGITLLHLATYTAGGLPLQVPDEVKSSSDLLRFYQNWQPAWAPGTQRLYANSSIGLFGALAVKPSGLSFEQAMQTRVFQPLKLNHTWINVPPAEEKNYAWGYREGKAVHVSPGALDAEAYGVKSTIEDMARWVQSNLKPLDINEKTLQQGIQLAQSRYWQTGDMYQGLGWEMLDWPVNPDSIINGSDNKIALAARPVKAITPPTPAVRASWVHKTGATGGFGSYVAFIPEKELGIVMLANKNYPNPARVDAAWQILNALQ
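20 mM phosphate pH 7.0 + 0.01% (detergent screen) or 0.0001% Triton X-100; 5.3 nM AmpC reagent; cpd preinc 15 min RT; nitrocefin (800 uM stock) to start; A480 q20 s × 4 min; Activity was normalised to no-enzyme and no-compound control wells.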
LmPK inhibitor – inhibitors of Leishmania mexicana pyruvate kinase. Q27686. AID 1721. purified LmPK, Kinase-Glo ATP luminescence, 1 h. Potency, µM (series often up to 57.5 µM), for the others: top-dose activity change, negative = inhibition, hits mostly inhibitors. hit rate 0.37% among 290,000; further: potency means the concentration at half of the fitted maximal effect
Target sequence (Q27686 whole entry, looked up): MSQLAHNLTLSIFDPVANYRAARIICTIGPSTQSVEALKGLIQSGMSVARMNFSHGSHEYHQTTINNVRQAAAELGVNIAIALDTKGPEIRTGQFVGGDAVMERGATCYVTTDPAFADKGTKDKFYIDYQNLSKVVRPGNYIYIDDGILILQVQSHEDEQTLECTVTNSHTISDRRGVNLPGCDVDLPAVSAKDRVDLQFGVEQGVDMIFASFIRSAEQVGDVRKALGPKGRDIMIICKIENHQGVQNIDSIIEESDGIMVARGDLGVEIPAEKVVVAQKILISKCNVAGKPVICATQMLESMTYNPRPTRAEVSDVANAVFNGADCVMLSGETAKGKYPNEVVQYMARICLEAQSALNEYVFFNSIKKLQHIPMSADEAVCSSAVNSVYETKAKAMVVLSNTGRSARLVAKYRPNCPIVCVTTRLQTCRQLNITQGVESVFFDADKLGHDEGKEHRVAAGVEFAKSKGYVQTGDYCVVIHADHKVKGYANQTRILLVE
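Purified LmPK (0.1 nM) with 0.5 mM PEP and 0.1 mM ADP in imidazole buffer pH 7.2 with MgCl2/KCl, 1 h at room temperature. ATP formed was read by luciferase luminescence and normalized to no-enzyme and uninhibited controls.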
Sm TGR inh – blocks Schistosoma mansoni thioredoxin glutathione reductase; Q962Y6; purified TGR, DTNB reduction, TNB absorbance 405 nm; Potency, µM (titrated, usually from 114 µM), inactives show top-dose activity change, negative = inhibition, usual class: inhibitors; hit rate 3% among 360,000; AID 485364; further: potency means the concentration at half of the fitted maximal effect; nearly all actives have a fitted effect of over 60% in size
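First, TGR (20 nM dispensed) and NADPH were mixed with compound. Second, a 15 min room-temperature incubation followed. Third, further NADPH and then DTNB were added to start the reaction. Finally, TNB absorbance was monitored kinetically.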
AmpC inh detg – blocks E. coli AmpC beta-lactamase in detergent assay. P00811. AmpC hydrolysis of nitrocefin, absorbance 480 nm, 0.01% Triton. Potency, µM (doses to about 114 µM), without a hit: at the top dose activity change, negative = inhibition, actives largely listed as inhibitors. hit rate 0.041% among 370,000;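 further: potency means the concentration at half of the fitted maximal effect; 0% = no-compound wells and -100% = no-enzyme wells; nearly all actives have a fitted effect of over 25% in size; some results filed as inactive show a strong effect at the top dose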
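AmpC (5.3 nM in the dispensed reagent) in 20 mM phosphate pH 7.0 with 0.01% (detergent screen) or 0.0001% Triton X-100 was preincubated with compounds for 15 min at room temperature. Nitrocefin was then added from an 800 uM solution, and hydrolysis was followed at 480 nm.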
AMA1 RON2 block – inhibitors of Plasmodium falciparum AMA1-RON2 interaction | Potency, µM (top dose mostly 58.2 µM), for inactives: top-dose activity change, negative = inhibition, hits mostly inhibitors | AlphaScreen AMA1-biotinylated RON2 peptide binding | AID 720542 | hit rate 0.2% among 360,000;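 further: potency means the concentration at half of the fitted maximal effect; 0% = vehicle wells and -100% = peptide control; nearly all actives have a fitted effect of over 45% in size; some results filed as inactive show a strong effect at the top dose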
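AMA1 (3D7) with his tag at 25 nM final met compounds first, then biotinylated RON2 peptide at 25 nM; detection used donor plus acceptor beads, 10 µg/mL apiece, read by AlphaScreen after 30 min at room temperature.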
Tb PYK inh – T. brucei pyruvate kinase inhibition; Q57TT1; TbPYK enzyme, Kinase-Glo Plus ATP luminescence, 45 min; Potency, µM (doses to about 76.8 µM), without a hit: top-dose activity, negative = inhibition, actives largely listed as inhibitors; hit rate 0.12% among 410,000; AID 624173; further: potency means the concentration at half of the fitted maximal effect; nearly all actives have a fitted effect of over 50% in size
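In this concentration-response screen, enzyme-free wells defined baseline while DMSO plates tracked drift. Each reaction combined TbPYK, substrate, compound and 130 uM ADP for 45 min at room temperature. Kinase-Glo Plus luminescence gave the signal.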
* = called active by the depositor; ? = inconclusive; / = no result given; [ ] = another dose, or the depositor's remark. Unless noted, the call rests on the fitted dose curve; in most records, active means well fitted curve in the direction sought with a large enough effect; inconclusive means small, poorly fitted or top-dose-only effect, or another doubt; inactive means no such curve, though single readings can be large; an effect the other way counts as inactive or inconclusive. Unless noted, on the % scale 0 is the no-effect control and ±100 the full control effect.

SMILES	HCMV inh	AmpC no deterg	LmPK inhibitor	Sm TGR inh	AmpC inh detg	AMA1 RON2 block	Tb PYK inh
Cc1cccc(NC(=O)CN2CCN(CC(=O)Nc3ccc(-c4ccccc4)cc3)CC2)c1C	17	166%[activator]	-4%	-16%	-9%	-5%	13%
CC(=O)Nc1cccc(NC(=O)c2cc(-c3cccnc3)nc3ccc(Cl)cc23)c1	2	87%[activator]	-1%	/	2%	5%	-2%
Cc1cccc(NC(=O)Cn2c(=O)n(CC3CCC(C(=O)NCCc4ccccc4)CC3)c(=O)c3ccccc32)c1C (stereo not given)	-8	/	/	3%	14%	/	2%
COc1cc2c(=O)n(Cc3ccccc3)c(=O)n(CC(=O)C(C)(C)C)c2cc1OC	/	4%	7%	5%	-1%	-6%	-1%
COc1ccc(/C=C/C(=O)OCCCN(C)C)cc1	13	-19%	0%	/	-1%	7%	-9%
O=C(NCC1CCCCC1)c1cccc([N+](=O)[O-])c1	-2	-16%	-1%	0%	-8%	0%	-2%
O=C(Oc1cccc2c(OC(=O)N3CCOCC3)cccc12)N1CCOCC1	20	-8%	-2%	10%	-8%	2%	4%
O=C(Nc1nccs1)c1cccc(NC(=O)C(F)(F)F)c1	-28	-20%	1%	13%	-7%	22%	-1%
O=C(COC(=O)C1=COCCO1)Nc1c(F)cccc1F	?	-10%	/	0%	-10%	8%	6%
Cc1ccccc1C(c1ncccc1C)N(C)C(=O)C1CCN(CCOc2ccc(Cl)cc2Cl)CC1 (stereo not given)	2	/	/	/	/	?	0%
Cc1cccc(NC(=O)c2cc(NC(=O)CCCC(=O)O)ccc2Cl)n1	-28	-7%	-4%	-4%	2%	6%	-1%
O=C(c1ccccc1)N1CCN(c2ccc([N+](=O)[O-])cc2-n2cccc2)CC1	-17	24%	6%	0%	-5%	?	-1%
C=CCn1c(=O)c(C(=O)NCc2ccc3c(c2)OCO3)c(O)c2ccccc21	12	-23%	9%	-1%	-10%	116%[activator]	2%
COc1ccccc1/C=C/C(=O)Nc1cccc(S(=O)(=O)N2CCOCC2)c1	-14	-47%	/	5%	6%	6%	3%
c1ccc2c(NC3=NCCCCS3)cccc2c1	-5	-29%	-1%	-10%	?	-23%	6%
CCCCN(CCCC)CCNC(=O)c1cn(C)c2ccc(S(=O)(=O)N3CCOCC3)cc2c1=O	-5	/	/	8%	4%	/	-5%
CC(C)(C)c1ccc(OCCON2C(=O)CCC2=O)c(Cl)c1	-14	49%	10%	-11%	2%	-4%	-5%
CC(SC1=NCCN1S(C)(=O)=O)c1ccccc1 (stereo not given)	-35	-5%	-2%	3%	-1%	7%	1%
Cc1ccc(N(CC(=O)N2CCCCC2)S(=O)(=O)c2ccc(C)cc2)cc1	40	78%[activator]	0%	/	-4%	-11%	3%
CCOC(=O)NC1(Nc2ccc(Cl)cn2)Oc2ccccc2O1	/	-21%	0%	7.1µM*	?	/	/
CC(=O)C(=Cc1cccc(C#N)c1)C(=O)c1ccccc1	?	/	/	/	/	12%	0%
O=C(NC1CCS(=O)(=O)C1)c1cc(-c2ccccc2)nc2ccccc12 (stereo not given)	7	-4%	1%	3%	3%	17%	1%
N#CC(c1ccccc1F)(c1ncc(C(F)(F)F)cc1Cl)N1CCOCC1 (stereo not given)	-2	-8%	-4%	6%	0%	-6%	3%
CCCn1c(=N)c(C#N)cc2c(=O)n3ccccc3nc21	-8	-18%	3%	2%	-15%	-1%	-1%
CC(C)S(=O)(=O)N1CCCC(c2cc(C(=O)NCc3cccnc3)no2)C1 (stereo not given)	-10	/	/	/	/	7%	-4%
SMILES	HCMV inh	AmpC no deterg	LmPK inhibitor	Sm TGR inh	AmpC inh detg	AMA1 RON2 block	Tb PYK inh
CC(C)(C)OC(=O)N1CCC[C@H]1c1nnc(SCc2ccc(Cl)cc2)o1	-1	61%[activator]	3%	2%	1%	-16%	-1%
COc1cc(/C=N/NC(=S)Nc2cccnc2)cc(OC)c1OC	-3	-13%	-2%	-2%	0%	30%	1%
CN(C)CCCO[C@@H]1[C@H]2OC(C)(C)O[C@H]2O[C@@H]1[C@H](O)CO	26	-11%	/	-7%	?	-1%	-5%
O=C(O)c1ccc(NS(=O)(=O)c2cccc3cccnc23)cc1	40	-21%	12%	4%	?	6%	-10%
COc1ccccc1N1CCN(C(=O)CN2C(=O)c3cccc4cccc(c34)C2=O)CC1	-3	153%[activator]	1%	13%	-2%	0%	-2%
COc1ccccc1NS(=O)(=O)c1ccc2nc(CCl)[nH]c2c1	-32	-31%	1%	35µM*	-6%	3%	-6%
CCC(CC)C(=O)Oc1c(Sc2ccccc2[N+](=O)[O-])c(C)nn1C(C)(C)C	4	16%	-3%	3%	?	-16%	4%
Cc1ccc2[nH]cc(CCNC(=O)c3cccs3)c2c1	-26	-34%	0%	-15%	0%	0%	-7%
CCOC(=O)c1ccc(NC(=O)c2c(N)n(Cc3ccccc3)c(=O)[nH]c2=O)cc1	-39	/	/	/	/	1%	5%
Cc1sc2ncnc(NCC3COc4ccccc4O3)c2c1C (stereo not given)	-79*	-12%	2%	1%	2%	-1%	-7%
O=C(Nc1ccccc1Cl)c1csc(-c2cccnc2)n1	64	-1%	-2%	10%	-2%	0%	-4%
O=C(NC(c1ccccc1)c1ccsc1)C1CCN(Cc2ccc(Cl)c(Cl)c2)CC1 (stereo not given)	-14	/	/	/	/	-6%	-2%
Cc1c(S(=O)(=O)N2CCN(C(=O)c3ccco3)CC2)c(=O)n(C)c(=O)n1C	20	-15%	-1%	-22%	?	-4%	3%
O=C1NC(Cc2ccccc2)c2nc3ccc(Cl)cc3c(=O)n2-c2cc(Cl)ccc21 (stereo not given)	-19	-23%	/	-6%	1%	/	/
COc1ccc(NS(=O)(=O)c2cccc3ccccc23)cc1	-10	/	/	/	/	11%	-8%
Cc1ccc(S(=O)(=O)/N=c2\ccc(Cl)cn2C(F)F)cc1	-31	-11%	1%	-19%	2%	2%	3%
CC1CCCN(C(=O)C2CCN(S(=O)(=O)c3cccc4nsnc34)CC2)C1 (stereo not given)	-26	11%	6%	1%	-15%	4%	5%
Cc1ccccc1NC(=O)N1CCNC(=O)C1CC(=O)Nc1cc(Cl)ccc1Cl (stereo not given)	25	114%[activator]	1%	-2%	-9%	-5%	-2%
COc1cccc(-c2nc3nc(C)cc(C)n3c2NC2CCCC2)c1	30	/	/	/	/	11%	5%
Brc1ccc(-c2ncc(-c3ccccc3)cn2)cc1	64	-11%	-16%	-4%	-7%	4%	3%
O=C(c1cn(CCOc2ccc(Cl)cc2)c2ccccc12)C1CCCCC1	-7	/	/	1%	24%	/	0%
O=C(c1ccc(OCc2cn3ccccc3n2)cc1)N1CCN(S(=O)(=O)c2ccccc2F)CC1	-7	53%	/	-15%	-13%	-9%	-12%
CC1(C(=O)Nc2ccc3c(c2)OCCO3)CC1(Cl)Cl (stereo not given)	18	-34%	1%	1%	7%	-5%	0%
CC(C)CCn1cnc2c(c1=O)c1nc3ccccc3nc1n2Cc1ccc2c(c1)OCO2	-37	-6%	3%	-2%	-3%	-7%	3%
COc1cc(OC)c(NS(=O)(=O)c2cc(C(=O)OCC(=O)NCC3CCCO3)ccc2OC)cc1Cl (stereo not given)	12	126%[activator]	12%	0%	-1%	0%	-2%

Entries shown so far that contain a CF3 group (2):
SMILES	HCMV inh	AmpC no deterg	LmPK inhibitor	Sm TGR inh	AmpC inh detg	AMA1 RON2 block	Tb PYK inh
O=C(Nc1nccs1)c1cccc(NC(=O)C(F)(F)F)c1	-28	-20%	1%	13%	-7%	22%	-1%
N#CC(c1ccccc1F)(c1ncc(C(F)(F)F)cc1Cl)N1CCOCC1 (stereo not given)	-2	-8%	-4%	6%	0%	-6%	3%

The listing picks up, starting 4 compounds before the break.
SMILES	HCMV inh	AmpC no deterg	LmPK inhibitor	Sm TGR inh	AmpC inh detg	AMA1 RON2 block	Tb PYK inh
O=C(c1ccc(OCc2cn3ccccc3n2)cc1)N1CCN(S(=O)(=O)c2ccccc2F)CC1	-7	53%	/	-15%	-13%	-9%	-12%
CC1(C(=O)Nc2ccc3c(c2)OCCO3)CC1(Cl)Cl (stereo not given)	18	-34%	1%	1%	7%	-5%	0%
CC(C)CCn1cnc2c(c1=O)c1nc3ccccc3nc1n2Cc1ccc2c(c1)OCO2	-37	-6%	3%	-2%	-3%	-7%	3%
COc1cc(OC)c(NS(=O)(=O)c2cc(C(=O)OCC(=O)NCC3CCCO3)ccc2OC)cc1Cl (stereo not given)	12	126%[activator]	12%	0%	-1%	0%	-2%
Cc1ccc(NNc2c(C)nc3ccccc3nc2=O)cc1	-67*	-25%	0%	/	-8%	1%	3%
Cc1ccc(/C=N/NC(=O)C2(C)CC2(Br)Br)cc1 (stereo not given)	-32	?	1%	0%	1%	18%	1%
O=C(N/N=C/C=C/c1ccccc1)c1cccs1	22	-40%	-8%	-2%	-4%	22%	2%
CCOc1ccc(/C=C/C(=O)CCC(=O)O)cc1	76	-21%	-4%	-2%	9%	0%	4%
CCOCCn1c(SCc2ccccc2)nc2c1c(=O)[nH]c(=O)n2C	18	-6%	6%	2%	2%	2%	2%
O=c1c2ccccc2nc(N2CCN(c3ccccc3)CC2)n1Cc1ccccc1	-20	-9%	-1%	6%	-15%	-7%	1%
COc1ccc(-c2ccc(CN3C(C(C)C)C(=O)N(Cc4cn(CCC5OCCCO5)nn4)CCS3(=O)=O)cc2)cn1 (stereo not given)	-11	/	/	/	/	-7%	1%
CCCn1nc(Oc2nc(SC)nc(N(C)C)n2)ccc1=O	2	7%	-4%	2%	-2%	-3%	-7%

Some of the entries so far, with two lines to a compound:
Results follow in this order: HCMV inh	AmpC no deterg	LmPK inhibitor	Sm TGR inh	AmpC inh detg	AMA1 RON2 block	Tb PYK inh
> COc1ccc(-c2ccc(CN3C(C(C)C)C(=O)N(Cc4cn(CCC5OCCCO5)nn4)CCS3(=O)=O)cc2)cn1 (stereo not given)
    -11	/	/	/	/	-7%	1%
> CCCn1nc(Oc2nc(SC)nc(N(C)C)n2)ccc1=O
    2	7%	-4%	2%	-2%	-3%	-7%

From PubChem BioAssay
